# Screens: PubChem BioAssay, National Center for Advancing Translational Sciences (NCATS)
# LDHA inh: qHTS assay for inhibitors of human lactate dehydrogenase | L-lactate dehydrogenase A chain (Homo sapiens), P00338 | purified LDHA, NADH/diaphorase-resazurin fluorescence; hits give low values | activity change, % (values are at about 110 or 230 µM) | actives 0.15% (n = 480,000) | AID 1347041, 2019; in the data active means activity change below about -30%; inconclusive means mostly about -25% to -30%;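 further: plate controls were DMSO wells for no effect and wells without enzyme for full effect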
#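 Remaining NADH was detected by diaphorase (0.133 mg/mL) converting 37 µM resazurin to fluorescent resorufin, read at 0 and 20 minutes. The preceding 5-minute room-temperature reaction used 2 nM LDHA, 0.2 mM sodium pyruvate and 0.06 mM NADH at pH 7.4.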
# PI4K2A inh: qHTS for small molecular inhibitors of PI4K2A; AID 1346378, 2018; Phosphatidylinositol 4-kinase type 2-alpha (Homo sapiens), Q9BTU6; purified PI4K2A, ADP-Glo luminescence, 1 h; hits give low values; activity change, negative = inhibition, % at 76.9 µM; actives 0.13% (n = 420,000); in the data active means activity change below about -50%; inconclusive means mostly about -30% to -49%;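 further: -100% = wells without enzyme as full effect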
# Target sequence (Q9BTU6 whole entry, looked up): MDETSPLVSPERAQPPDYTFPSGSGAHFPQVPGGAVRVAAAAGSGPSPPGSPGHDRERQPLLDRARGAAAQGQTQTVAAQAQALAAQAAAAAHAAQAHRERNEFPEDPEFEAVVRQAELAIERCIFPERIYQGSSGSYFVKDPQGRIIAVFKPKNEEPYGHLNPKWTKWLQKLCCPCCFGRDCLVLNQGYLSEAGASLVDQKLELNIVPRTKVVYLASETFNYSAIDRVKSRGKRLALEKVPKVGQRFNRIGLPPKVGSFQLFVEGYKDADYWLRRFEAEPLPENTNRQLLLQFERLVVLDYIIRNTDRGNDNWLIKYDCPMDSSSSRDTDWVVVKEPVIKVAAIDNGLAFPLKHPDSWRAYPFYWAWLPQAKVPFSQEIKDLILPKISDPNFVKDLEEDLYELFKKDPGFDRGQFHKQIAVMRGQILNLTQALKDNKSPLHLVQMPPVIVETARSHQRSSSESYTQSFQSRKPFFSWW
#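 PI4K2A activity was measured by ADP-Glo luminescence: enzyme (4 ug/mL stock) and phosphatidylinositol (1.2 mM stock) in Tris pH 7.5/MgCl2/EGTA/Triton X-100 buffer were reacted with ATP (300 microM stock) for one hour at ambient temperature.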
# RXFP1 agonist: qHTS Assay for Agonists of the Relaxin Receptor RXFP1; HEK293T-RXFP1 cAMP TR-FRET, 30 min; response scale: percent of porcine relaxin response, buffer zero; Potency, µM (top dose mostly 57.5 µM), without a hit: at the top dose activation, hits mostly activators; actives 0.3% (n = 370,000); further: potency means the concentration at half of the fitted maximal effect; on the % scale 0 is the no-effect control and ±100 the full control effect; nearly all actives have a fitted effect of over 60% in size; many of its hits are not listed in these tables
#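 Agonist response is measured as cAMP accumulation in an RXFP1-transfected HEK293T line under PDE4 inhibition. Values are scaled between buffer-only and 29 nM porcine relaxin, and EC50s come from standard Hill equation fits.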
# TrxR1 substrate: qHTS Assay for Substrates of Mammalian Selenoprotein Thioredoxin Reductase 1 (TrxR1): qHTS; purified TrxR1 substrate turnover, NADPH consumption readout; Thioredoxin reductase 1, cytoplasmic (Rattus norvegicus), O89049; AID 588456, 2011; actives 0.01% (n = 390,000); Potency, µM (top dose mostly 114 µM), without a hit: at the highest dose activity change, negative = substrate turnover; further: potency means the concentration at half of the fitted maximal effect; on the % scale 0 is the no-effect control and ±100 the full control effect; nearly all actives have a fitted effect of over 50% in size
#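 Rat TrxR1, dispensed at 90 nM, was prereduced with 400 uM NADPH (final) for 5 min at ~22 deg C, then incubated with compound 15 min before 400 uM selenite. A first-read NADPH fluorescence drop versus no-compound background flagged substrates.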
# Vif-A3F inh: qHTS for Inhibitors of Vif-A3F Interactions: qHTS; Potency, µM (top dose mostly 46.1 µM), inactives show top-dose activity, negative = active; AID 602313, 2012; HeLa A3F-eYFP + Vif (tagged APOBEC3F with the HIV-1 protein that degrades it), YFP fluorescence increase; actives 0.2% (n = 390,000); further: potency means the concentration at half of the fitted maximal effect; % of control where 0% means no effect; nearly all actives have a fitted effect of over 65% in size
#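 Fluorescence increase (Ex 488/Em 500-530) after overnight compound treatment at 37 deg C flags inhibition of Vif-driven A3F-eYFP loss in stable HeLa A3F-eYFP/Vif cells seeded overnight beforehand.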
# mIDH1 inhibitor: qHTS for Inhibitors of mutant isocitrate dehydrogenase 1 (IDH1): qHTS | IDH1-R132H enzyme, NADPH consumption, diaphorase/resazurin fluorescence | Potency, µM (doses to about 76.6 µM), for inactives: at the highest dose activity change, negative = inhibition, actives largely listed as inhibitors | actives 0.093% (n = 390,000) | AID 602179, 2012; further: potency means the concentration at half of the fitted maximal effect; on the % scale 0 is the no-effect control and ±100 the full control effect; nearly all actives have a fitted effect of over 65% in size
# Target sequence (O75874 whole entry R132H, stated change not applied): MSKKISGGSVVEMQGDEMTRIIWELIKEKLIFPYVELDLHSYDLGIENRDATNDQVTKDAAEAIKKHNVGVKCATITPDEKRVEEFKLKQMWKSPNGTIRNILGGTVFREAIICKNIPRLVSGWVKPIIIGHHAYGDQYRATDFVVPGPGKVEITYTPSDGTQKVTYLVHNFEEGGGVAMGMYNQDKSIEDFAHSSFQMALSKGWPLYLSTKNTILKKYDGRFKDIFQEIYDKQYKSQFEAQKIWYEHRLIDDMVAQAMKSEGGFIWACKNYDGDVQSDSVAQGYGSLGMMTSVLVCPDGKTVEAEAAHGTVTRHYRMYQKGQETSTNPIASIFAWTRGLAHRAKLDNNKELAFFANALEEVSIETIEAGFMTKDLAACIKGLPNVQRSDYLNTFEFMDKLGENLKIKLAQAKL
#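 IDH1-R132H (0.5 ug/mL dispensed) in pH 7.5 Tris buffer was preincubated 30 min with compound, then given a substrate mix of 0.016 mM NADPH and 2 mM alpha-KG for 80 min at room temperature; remaining NADPH was read by diaphorase/resazurin fluorescence.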
# USP1-UAF1 inh: Inhibitors of USP1/UAF1: Primary Screen; Potency, µM (doses to about 57.1 µM), without a hit: at the highest dose activity change, negative = inhibition, most hits filed as inhibitors; Ubiquitin carboxyl-terminal hydrolase 1 (Homo sapiens), O94782; actives 0.23% (n = 390,000); recombinant USP1/UAF1, Ub-Rhodamine cleavage fluorescence; AID 743255, 2014; further: potency means the concentration at half of the fitted maximal effect; on the % scale 0 is the no-effect control and ±100 the full control effect; nearly all actives have a fitted effect of over 60% in size; inactives centre near -12
#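 High-throughput fluorogenic screen: 1nM USP1/UAF1 complex, Ub-Rho substrate 150nM final, 50mM HEPES pH 7.8 with 0.5mM EDTA, 0.1 mg/ml BSA, 1mM TCEP and 0.01% Tween-20.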
# Vif-APOBEC3G blk: qHTS for Inhibitors of Vif-A3G Interactions: qHTS; Potency, µM (top dose mostly 46.1 µM), for inactives: at the top dose activity, negative = active, usual class: inhibitors; DNA dC->dU-editing enzyme APOBEC-3G (Homo sapiens), Q9HC16; actives 0.076% (n = 410,000); HeLa A3G-eYFP + Vif (tagged APOBEC3G with the HIV-1 protein that degrades it), YFP fluorescence, overnight;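 further: potency means the concentration at half of the fitted maximal effect; on the % scale 0 is the no-effect control and ±100 the full control effect; nearly all actives have a fitted effect of over 60% in size; hits raise eYFP signal because A3G escapes Vif-driven loss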
#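 Read-out is eYFP fluorescence (Ex 488/Em 500-530) from Vif-expressing HeLa A3G-eYFP cells; more signal means A3G escaped Vif-mediated degradation. Cells plated overnight, compound pinned in, incubated overnight at 37 deg C.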
# GRP78 ERSR act: qHTS for Inducers of the Endoplasmic Reticulum Stress Response (ERSR) in Human Glioma: qHTS. U87-MG GRP78 promoter luciferase reporter, 16 h. Potency, µM, for inactives: at the highest dose activation, usual class: activators. actives 0.02% (n = 420,000). AID 602332, 2012; further: potency means the concentration at half of the fitted maximal effect; series mostly up to about 76 µM; % of control where 0% means no effect; nearly all actives have a fitted effect of over 35% in size
#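 Stably transfected U87-MG human glioma cells carrying a GRP78-based luminescent sensor were seeded at 1000 cells/well, pin-dosed with compounds and incubated 16 h. Luciferase reagent was then added, and end-point luminescence was read after 10 min at room temperature.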
# Active calls of the source: *; ? = inconclusive; . = no result given; [ ] = dose if it differs, or a comment. Unless noted, the call rests on the fitted dose curve; in most records, active means well fitted curve in the direction sought with a large enough effect; inconclusive means small, poorly fitted or top-dose-only effect, or another doubt; inactive means no such curve, though single readings can be large; an effect the other way counts as inactive or inconclusive. Some of the compounds tested; count on the stated rates, not on these rows.
cpd	SMILES	LDHA inh	PI4K2A inh	RXFP1 agonist	TrxR1 substrate	Vif-A3F inh
1	Fc1cc(F)nc(NCc2ccccc2)n1	-3	4	2.3%	8%	-7%
2	CCn1c(CN2CCOCC2)nc2cc(NC(=O)c3ccc([N+](=O)[O-])cc3)ccc21	-4	2	-0.5%	-2%	2%
3	CCOC(=O)N1CCN(C(=O)c2ccc3c(=O)n(-c4ccc(F)cc4)c(=S)[nH]c3c2)CC1	-2	-2	1.3%	4%	1%
4	COc1ccc(S(=O)(=O)N(C)C)cc1NS(=O)(=O)c1ccc(F)c(F)c1F	-2	2	-0.9%	-24%[57.1 µM]	0%
5	CCOc1ccc(S(=O)(=O)NCc2ccc3c(c2)OCO3)cc1NC(C)=O	-11	-1	-0.4%	-3%	4%
6	Cc1ccc(NC(=O)CSCC(=O)Nc2cccc(S(=O)(=O)N3CCCCCC3)c2)cc1	0	-1	-0.3%	-8%	-2%
7	CCC(=NNc1ccc([N+](=O)[O-])cc1[N+](=O)[O-])c1ccccc1	1	-2	.	.	.
8	COc1ccc(C(=O)CN2C(=O)NC3(CCc4ccccc43)C2=O)c(OC)c1 (stereo not drawn)	-6	0	0.1%	-3%	1%
9	CC1CCN(S(=O)(=O)c2cc(C(=O)Nc3ccccn3)ccc2Br)CC1	-1	6	1.8%	-6%	2%
10	COc1ccc(-n2nc(C(=O)Nc3cc(C)ccn3)c3c4ccccc4n(C)c3c2=O)cc1	-6	-3	1.1%	4%	.
11	CCOC(=O)c1cc(-c2ccccc2)nc2c1c(C)nn2-c1ccccn1	-8	-4	0.3%	126%	5%
12	Oc1ccccc1Nc1nc(NCc2ccccc2)c2ccccc2n1	-6	17	0.6%	-7%	-7%
13	CCOC(=O)c1ccc(-c2cc(C)no2)[nH]1	-4	4	3.4%	-14%	2%
14	O=C(Nc1ccc(Cl)c(Cl)c1)C1=Cc2ccccc2OC1	-9	6	-0.8%	2%	-7%
15	CC1Cc2ccccc2N1C(=O)CSc1nncs1 (stereo not drawn)	-2	1	-0.2%	-3%	-24%

cpd	mIDH1 inhibitor	USP1-UAF1 inh	Vif-APOBEC3G blk	GRP78 ERSR act
1	0%	-27%	1%	0%
2	-3%	-15%	4%	-5%
3	3%	-9%	0%	-5%
4	6%	-17%	-4%	-2%
5	1%	-11%	-1%	-4%
6	1%	-20%	-5%	-2%
7	.	.	2%	-2%
8	-1%	-7%	1%	-3%
9	2%	-32%	-7%	-1%
10	.	-2%	.	.
11	4%	-8%	-13%	13%
12	-13%	-16%	-25%	-12%
13	-3%	2%	-6%	-2%
14	15%	-11%	-1%	-1%
15	4%	1%	-2%	-4%

# Given with each value named: entries from further up
6: Cc1ccc(NC(=O)CSCC(=O)Nc2cccc(S(=O)(=O)N3CCCCCC3)c2)cc1
  LDHA inh: 0 | PI4K2A inh: -1 | RXFP1 agonist: -0.3% | TrxR1 substrate: -8% | Vif-A3F inh: -2% | mIDH1 inhibitor: 1% | USP1-UAF1 inh: -20% | Vif-APOBEC3G blk: -5% | GRP78 ERSR act: -2%
15: CC1Cc2ccccc2N1C(=O)CSc1nncs1 (stereo not drawn)
  LDHA inh: -2 | PI4K2A inh: 1 | RXFP1 agonist: -0.2% | TrxR1 substrate: -3% | Vif-A3F inh: -24% | mIDH1 inhibitor: 4% | USP1-UAF1 inh: 1% | Vif-APOBEC3G blk: -2% | GRP78 ERSR act: -4%

# Next results follow.
cpd	SMILES	LDHA inh	PI4K2A inh	RXFP1 agonist	TrxR1 substrate	Vif-A3F inh
16	COCCn1c(SCc2nc3cc(OC)c(OC)cc3c(=O)[nH]2)nnc1-c1ccncc1	-4	9	1.8%	-3%	-11%
17	CC(C)(C)c1ccc(CN2C3=NCCCN3c3ccccc32)cc1	-4	3	-0.6%	0%[57.1 µM]	-6%
18	CCCC[C@@H]1CNC(=S)N1CCC12CC3CC(CC(C3)C1)C2	-8	0	-0.3%	-2%	-14%
19	O=C(N/N=C/c1cccc([N+](=O)[O-])c1)c1cc2c(ccc3ccccc32)o1	-5	3	2.4%	-5%	-5%
20	Cc1ccc(C2=N/C(=C\c3ccc(F)cc3)C(=O)N2)cc1	-3	0	2.7%	8%	-1%
21	CN(C(=O)CSc1ncnc2sccc12)c1c(N)n(Cc2ccccc2)c(=O)[nH]c1=O	-10	-4	3.4%	-2%	2%
22	O=C(CSc1nnc(SCc2ccc(F)cc2)s1)Nc1ccc(C(=O)O)cc1	-3	-1	0.8%	-3%	-11%
23	CC(=O)N1c2ccc(S(=O)(=O)N3CCCC3C(=O)NCc3ccc(Cl)cc3)cc2CC1C (stereo not drawn)	-3	2	1.0%	-4%	2%
24	CC1CCCN(C(=O)CSc2nc3ccccc3o2)C1 (stereo not drawn)	-3	2	2.7%	10%	1%
25	COc1ccc(C=O)cc1Oc1nc(Cl)ncc1F	-3	0	3.4%	-3%[57.1 µM]	3%
26	COc1cc2nc(SCc3ccc(F)cc3)n3nc(CCn4c(C)nc5ccccc54)nc3c2cc1OC	-2	4	22%	5%	-5%
27	O=[N+]([O-])c1cc2c(cc1/C=N/Nc1nc(Nc3ccccc3)nc(N3CCCCC3)n1)OCO2	0	1	1.5%	-13%	-10%
28	Cc1cccn2c(=O)c3cc(C#N)c(=O)n(-c4c(C)n(C)n(-c5ccccc5)c4=O)c3nc12	4	6	28%	-4%[57.1 µM]	-3%
29	S=C(NCCc1ccccc1)Nc1ccccc1	-11	4	2.0%	-2%	1%
30	COc1ccccc1C(=O)Oc1c(Sc2ccccc2)c(C)nn1-c1ccccc1	0	2	-0.3%	-10%	3%

cpd	mIDH1 inhibitor	USP1-UAF1 inh	Vif-APOBEC3G blk	GRP78 ERSR act
16	5%	-4%	-4%	-3%
17	1%	-2%	5%	-11%
18	-12%	-30%	1%	-3%
19	2%	-2%	2%	-3%
20	3%	-14%	-3%	3%
21	18%	-24%	-4%	-5%
22	2%	-6%	-1%	-9%
23	14%	-11%	-1%	-4%
24	4%	-20%	0%	0%
25	9%	2%	0%	-4%
26	-8%	-19%	-2%	-4%
27	4%	3%	0%	-4%
28	4%	-9%	0%	-2%
29	1%	-7%	0%	7%
30	-30%	-26%	-18%	-6%

# Additional records follow:
cpd	SMILES	LDHA inh	PI4K2A inh	RXFP1 agonist	TrxR1 substrate	Vif-A3F inh
31	O=C1OC(Nc2ccccn2)c2ccccc21 (stereo not drawn)	-6	0	1.2%	6%[57.1 µM]	-5%
32	CCCCn1c(SCC(=O)N2CCC(C)CC2)nc2cc(S(N)(=O)=O)ccc21	0	4	0.3%	5%[11.4 µM]	-13%
33	O=C(CCNC(=O)c1ccccc1Cl)Nc1nc(-c2ccccc2Cl)cs1	1	2	0.7%	0%	0%
34	Cc1c(/C=N/NC(=O)CNc2ccccc2)c2ccccn2c1C(=O)c1ccccc1	1	5	1.2%	-14%	-2%
35	Cc1ccc(S(=O)(=O)Nc2cccc(-n3cnnn3)c2)cc1C	0	10	1.2%	-2%[57.1 µM]	7%
36	CCCCSCc1cc(C(=O)O)oc1C(C)(C)C	-1	-3	0.4%	5%[57.1 µM]	1%
37	Cc1ccc(Cl)cc1N1CCN(C(=O)CSc2nnc3n2C(C)(C)Cc2ccccc2-3)CC1	-9	2	1.5%	0%	.
38	O=C(O)c1cc(-c2ccc(/C=C3\NC(=O)N(c4ccccc4)C3=O)o2)ccc1Cl	1	-6	5.3%	-7%	1%
39	Cc1nc2cc(Cl)c([N+](=O)[O-])cc2s1	7	2	3.2%	1%[57.1 µM]	-17%
40	Cc1ccccc1NC(=O)CCC(=O)OCC(=O)c1ccc(-c2ccccc2)cc1	-10	-7	0.7%	-9%	-4%

cpd	mIDH1 inhibitor	USP1-UAF1 inh	Vif-APOBEC3G blk	GRP78 ERSR act
31	-8%	-13%	2%	-3%
32	12%	3%	-5%	-2%
33	8%	?	-4%	9%
34	1%	-6%	1%	-3%
35	-5%	-10%	2%	-2%
36	3%	-13%	0%	5%
37	4%	-15%	-1%	-9%
38	6%	-22%	-1%	0%
39	-6%	8%	2%	-2%
40	5%	-3%	-1%	3%

# Quoted at random: two compounds from above
cpd	SMILES	LDHA inh	PI4K2A inh	RXFP1 agonist	TrxR1 substrate	Vif-A3F inh
32	CCCCn1c(SCC(=O)N2CCC(C)CC2)nc2cc(S(N)(=O)=O)ccc21	0	4	0.3%	5%[11.4 µM]	-13%
35	Cc1ccc(S(=O)(=O)Nc2cccc(-n3cnnn3)c2)cc1C	0	10	1.2%	-2%[57.1 µM]	7%

cpd	mIDH1 inhibitor	USP1-UAF1 inh	Vif-APOBEC3G blk	GRP78 ERSR act
32	12%	3%	-5%	-2%
35	-5%	-10%	2%	-2%
